# NLRP3 yeast inh: blocks the NALP3 inflammasome reconstituted in yeast. 330,000 tested, 0.39% active. Yeast reconstituted NLRP3/ASC/caspase-1, beta-gal luminescence, 24 h. inhibition, % at 10 µM;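 active = inhibition of 50% or more; inactive = inhibition below 50%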;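 also: plate controls were induced DMSO wells for no effect and uninduced yeast grown without galactose for full effect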
# tim10-1 inh: growth inhibitors of tim10-1 mutant yeast; inhibition, % at 20 µM; 330,000 tested, 2.2% active; S. cerevisiae tim10-1 ts strain growth, BacTiter-Glo, 24 h;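 active = inhibition of at least 40%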;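 also: mutant grown at 25 °C; 0% = DMSO wells with yeast and 100% = wells holding no yeast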
# APJ agonist: APJ receptor agonism. P35414. CHO-K1 APJ PathHunter beta-arrestin, luminescence; 0% DMSO wells, 100% apelin. activation, % at 20 µM. 330,000 tested, 0.11% active;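 active = activation more than six SD over the plate average, tested at 20 µM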;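 also: 0% = DMSO alone and 100% = apelin-13 at 10 nM; some results filed as inactive read as strong as hits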
# Target sequence (P35414 whole entry, looked up): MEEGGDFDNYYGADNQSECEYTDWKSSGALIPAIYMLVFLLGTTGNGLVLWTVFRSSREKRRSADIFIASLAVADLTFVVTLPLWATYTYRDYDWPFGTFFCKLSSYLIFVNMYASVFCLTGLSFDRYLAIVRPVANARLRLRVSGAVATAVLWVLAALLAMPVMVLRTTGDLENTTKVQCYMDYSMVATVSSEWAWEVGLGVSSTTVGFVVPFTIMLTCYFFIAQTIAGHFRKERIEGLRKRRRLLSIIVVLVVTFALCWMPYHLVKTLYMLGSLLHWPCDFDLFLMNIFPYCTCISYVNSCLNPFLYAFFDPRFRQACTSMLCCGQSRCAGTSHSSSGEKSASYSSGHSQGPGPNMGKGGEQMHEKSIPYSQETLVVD
#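 Test system: CHO-K1 APJ beta-arrestin complementation cell line | Compound: Single test compound dose, 20 µM final, 1% DMSO | Incubation: Compound 90 min 25 °C, reagent 1 h | Measured by: beta-gal luminescence | Read-out basis: APJ–arrestin association signal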
# NR3A LBD binder: modulators (binders) of human NR3A ligand-binding domain; NR3A LBD differential scanning fluorimetry, Tm shift; 0% = protein alone, 100% = glycine-bound protein; AID 1259313; Tm shift relative to glycine control, % at 25 µM; 340,000 tested, 2.5% active;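 active = melting temperature shift of at least 10% of the positive control shift, at one fixed dose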
# MPTP inh: blocks calcium-induced mitochondrial swelling; isolated mouse mitochondria, Ca2+ swelling absorbance, 30 min; inhibition, % at 10 µM; 360,000 tested, 1.4% active; AID 602449;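 active = inhibition of 50% or more, scaled per plate between neutral and stimulator controls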;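 also: 0% = DMSO wells given calcium and 100% = 1 mM EGTA wells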
# TIM10 inh: growth inhibitors of TIM10 yeast strain. S. cerevisiae TIM10 strain growth, BacTiter-Glo luminescence, 24 h. inhibition, % at 10 µM. 330,000 tested, 1.4% active. AID 463195;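 active = inhibition of 40% or more at the single tested concentration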;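 also: wild-type TIM10 isogenic control strain grown at permissive 25 °C; 0% = DMSO yeast wells and 100% = minimal medium wells without yeast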
# beta cell repl: induces beta-cell replication in MIN6 cells; MIN6 cells proliferation, ATPlite luminescence, 48 h; cells starved in 0.2% serum; 100% = growth in 10% serum; 330,000 tested, 0.29% active; proliferation, % at 10 µM; AID 2380;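 active = compounds whose signal lies at least 3.5 SD above the mean of all wells on their plate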;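 also: 0% = DMSO-treated cells in low-serum medium and 100% = 10% serum control; some compounds called inactive have numbers as strong as hits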
# tim23-1 inh: growth inhibitors of tim23-1 mutant yeast. S. cerevisiae tim23-1 growth, BacTiter-Glo luminescence, 24 h. inhibition, % at 20 µM. 330,000 tested, 1.3% active. AID 463212;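 active = growth inhibition of the mutant yeast at or above 50%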;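 also: temperature-sensitive mutant grown at 25 °C; plate controls were DMSO-treated mutant yeast for no effect and medium wells lacking yeast for full effect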
# APJ antag: APJ receptor antagonism; 330,000 tested, 0.32% active; inhibition, % at 20 µM; P35414; CHO-K1 APJ beta-arrestin complementation, luminescence;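 active = inhibition above about 40% at 20 µM, limit read from the data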;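 also: cells challenged with 10 nM apelin-13 agonist together with compound; plate controls were apelin-13 plus DMSO wells for no effect and DMSO wells lacking apelin-13 for full effect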
# Starred values were filed as active, the others as inactive; nt = no result given; & = joins results of further samples; ! = not confirmed by another sample.
SMILES,NLRP3 yeast inh,tim10-1 inh,APJ agonist,NR3A LBD binder,MPTP inh,TIM10 inh,beta cell repl,tim23-1 inh,APJ antag
CCOc1ccc(NC(=S)N2c3ccccc3CC2C)cc1 (stereo not drawn),-5,36,0,-5,8.1,-2,-2,39,-10
Cc1ccc(OCc2nnc(SCC(=O)c3cccs3)n2-c2ccccc2)cc1C,11,18,-1,-4,-0.1,5,-3,1,-3
Cc1nn(-c2ccccc2)c(C)c1/C=N/NC(=O)CSc1nc2ccccc2c(=O)n1-c1ccc(Br)cc1,2,35,0,-2,1.2,22,-5,34,21
Cc1cc(C)cc(C(=O)Nc2cccc(NC(=O)c3ccco3)c2)c1,12,8,1,-8,0.1,-5,-4,40,9
O=C(c1ccc(C(F)(F)F)cc1)C1CCCN(C(=O)CN2C(=O)CSC2=O)C1 (stereo not drawn),-3,2,0,-1,-0.3,-28,-6,20,-1
CSc1ccc2c(c1)C(N1CCN(C)CC1)Cc1ccccc1S2 (stereo not drawn),42&35,2&-3,1&-4,-3&2,104*!,26&26,-8&-7,-2&0,23&3
CC(=O)N1CCc2ccc(NC(=O)c3c(-c4c(Cl)cccc4Cl)noc3C)cc21,14,30,0,1,1.2,30,-1,21,-7
O=C(CO/N=C/c1ccc(OC(F)F)cc1)N1CCc2ccccc21,11,1,-3,0,2.1,0,-2,4,-19
N#Cc1ccccc1NC(=O)COC(=O)c1ccc(S(=O)(=O)N2CCCC2)cc1,-1,6,-1,0,-0.7,-7,5,-3,-10
O=C(CN1CCN(c2ccccc2F)CC1)N1N=CCC1c1ccccc1 (stereo not drawn),-16,17,-3,-2,-1.8,16,0,19,5
O=C(CCc1nnc2ccc(N3CCCCC3)nn12)NCC1CCN(Cc2ccc(F)cc2)CC1,2,-18,-4,-3,0.2,-3,-2,-18,13
Cc1ccc(S(=O)(=O)N(CC(=O)NCc2ccncc2)Cc2ccc(F)cc2)cc1,8,5,-1,-1,-0.9,-8,-1,4,5
CSCCC(NS(=O)(=O)c1ccccc1F)C(=O)OCc1ccccc1Cl (stereo not drawn),-1,12,-4,20*,2.6,19,-2,24,13
Cc1ccc(NC(=O)CN(C)C(=O)CCC(=O)N2CCOCC2)cc1,7,-11,7,2,-2.7,1,3,-5,10
CCN(CC)CCNC1=CC(=O)OC12CCCCC2,1,18,-3,0,-0.4,-25,-2,1,1
COc1cccc(CNC(=O)C2CCC(CNS(=O)(=O)c3cccc4cccnc34)CC2)c1 (stereo not drawn),4,-5,-1,1,0.1,2,-1,9,-2
O=C(CN1C(=O)NC2(CCCCCC2)C1=O)NC1CCCCCCC1,-3,-12,-1,-1,-1.3,-6,-4,5,9
CCOC(=O)Cn1c(-c2ccccc2)ccc(C#N)c1=O,29,11,0,0,-1.1,-3,-1,7,-2
CCOc1ccc2nc(SCC(=O)N3c4ccccc4Sc4ccccc43)sc2c1,9,25,-6,1,0.3,8,0,1,-2
COc1c(Cl)cc(Cl)cc1C(=O)Nc1ccc(NC(=O)c2cccs2)cc1,-2,8,10,214*,0.2,9,-4,16,-13
CSCCC(NC(=O)C1CCCC1)c1nnc2ccccn12 (stereo not drawn),16,-9,6,2,-1.8,8,-4,1,0
O=C1NCC(COc2ccc(Cl)cc2)O1 (stereo not drawn),17,4,-2,0,-1.3,8,-1,-12,23
C=CCC1(O)C(=O)N2C(=C1C(=O)OCC)c1ccc3ccccc3c1CC2(C)C (stereo not drawn),2,30,-7,-2,1.0,30,0,33,12
CCOCCCNC(=O)CN1CCN(c2ccc(F)cc2)CC1,-2,3,-4,0,1.8,2,-1,8,-1
CCOC(=O)N1CCN(Cc2nc(-c3ccc(C)cc3)no2)CC1,7,14,-4,0,3.3,11,-1,12,-2

# Record cards, as listed above. Order of values: NLRP3 yeast inh, tim10-1 inh, APJ agonist, NR3A LBD binder, MPTP inh, TIM10 inh, beta cell repl, tim23-1 inh, APJ antag
# Entry for O=C(CN1C(=O)NC2(CCCCCC2)C1=O)NC1CCCCCCC1 → -3, -12, -1, -1, -1.3, -6, -4, 5, 9
# Entry for O=C(CN1CCN(c2ccccc2F)CC1)N1N=CCC1c1ccccc1 (stereo not drawn) → -16, 17, -3, -2, -1.8, 16, 0, 19, 5
# Entry for CCOc1ccc2nc(SCC(=O)N3c4ccccc4Sc4ccccc43)sc2c1 → 9, 25, -6, 1, 0.3, 8, 0, 1, -2
# Entry for CCOC(=O)Cn1c(-c2ccccc2)ccc(C#N)c1=O → 29, 11, 0, 0, -1.1, -3, -1, 7, -2
# Entry for Cc1ccc(S(=O)(=O)N(CC(=O)NCc2ccncc2)Cc2ccc(F)cc2)cc1 → 8, 5, -1, -1, -0.9, -8, -1, 4, 5

# Next part.
SMILES,NLRP3 yeast inh,tim10-1 inh,APJ agonist,NR3A LBD binder,MPTP inh,TIM10 inh,beta cell repl,tim23-1 inh,APJ antag
COc1ccc(CCNC(=O)CCN2C(=O)c3ccccc3C2=O)cc1OC,-13,19,-1,nt,nt,7,0,10,6
COC(=O)Cc1c(C(=O)OC)nnn1-c1ccc(OC(F)(F)F)cc1,10,11,2,0,1.4,-11,0,3,9
COc1ccc(NC(=S)NC(NC(=O)c2cccc3ccccc23)C(Cl)(Cl)Cl)c([N+](=O)[O-])c1 (stereo not drawn),37,14,-7,12*,70*,14,-4,5,10
COCCN(C(=O)CSc1n[nH]c(-c2ccccc2)n1)c1c(N)n(CC(C)C)c(=O)[nH]c1=O,6,-5,1,1,-0.5,7,-3,-11,16
Cc1ccc(C(=O)NC(=C(Cl)Cl)S(=O)(=O)c2ccc(C)cc2)cc1,31,19,-1,-2,-2.1,17,-5,36,11
Cc1nc(NC(=O)c2cc3c(s2)CCCCC3)sc1C(=O)N(C)C,-2,31,-1,-4,-1.4,5,-1,42,-15
CN1C(=C2C(=O)OC(C)(C)OC2=O)Sc2ccccc21,9,5,-2,1,-0.3,5,-2,3,-1
CCN(CCCNC(=O)CCC(=O)N1CCOc2ccccc21)Cc1ccccc1,-5,0,-5,-1,-1.6,-3,0,8,15
CC(=O)c1ccc(NC(=O)CN2C(=O)CCC2=O)cc1,7,24,-3,-3,0.3,12,0,-1,-2
CCOc1ccc(N=C2NC(=O)C(CC(=O)Nc3ccc(OC)cc3)S2)cc1 (stereo not drawn),16,4,1,-1,0.5,9,1,3,-4
O=C(Nc1cccc(F)c1)c1cccnc1,0,-36,-2,-1,-0.7,10,-1,14,1
CC(C)C(NS(=O)(=O)c1ccc(Br)s1)C(=O)O (stereo not drawn),24,-5,-6,2,1.4,-6,2,1,9
O=C(c1ccc(N2CCCCC2)c([N+](=O)[O-])c1)N1CCN(c2ccccn2)CC1,6,18,-4,-1,2.4,6,0,22,9
Cc1ccc2nc(N3CCOCC3)c(C=O)c(=O)n2c1,6,8,0,-1,-0.6,6,0,6,7
CC(C)NC(=O)Cn1nnc(-c2ccc(Cl)cc2)n1,10,2,0,1,-0.8,-19,-2,6,-8
COCC1CCN(C(=O)c2cc(COc3ccc4ncccc4c3)on2)CC1,0,10,-4,1,74*,0,-6,16,12
O=C(CSc1nc(O)c(Cc2ccccc2)c(=O)[nH]1)Nc1nnc(SCc2ccccc2)s1,-7,20,-1,-10,2.4,10,-3,13,1
O=S(=O)(Nc1ccc(-n2cnnn2)cc1)c1ccc(Cl)s1,-2,5,-3,-1,-1.9,-2,2,19,3
CC(C)CC(=O)NC(=S)Nc1cccc(NC(=O)c2ccccc2Cl)c1,-8,22,-3,-4,1.0,45*,0,34,-6
COc1cc(/C=C2\N=C(C)OC2=O)cc(OC)c1OC,14,10,-3,3,0.9,4,1,22,24
C[C@@H]1COC(=O)[C@H](CC(=O)OC(C)(C)C)C/C=C\C[C@@H](CC(=O)N(CCO)Cc2ccccc2)C(=O)N1,3,2,0,0,0.2,-5,-1,-11,1
C=CCNc1nc(S(=O)Cc2ccc(C)cc2)nc2c1CCCC2 (stereo not drawn),-1,8,-3,-14,1.0,-1,3,18,-1
O=c1c2c(nc3nc(SCc4ccccc4)[nH]n13)CCC2,-8,-2,0,-1,3.3,9,3,5,-6
CC(C)c1ccc(Nc2ccc(C(=O)O)cc2[N+](=O)[O-])cc1,28,18,-5,1,1.4,5,-3,36,22
COc1cccc(C(=O)N2CCN(c3ccccn3)CC2)c1,12,12,3,-1,3.3,-4,-1,22,-18

# (further entries)
SMILES,NLRP3 yeast inh,tim10-1 inh,APJ agonist,NR3A LBD binder,MPTP inh,TIM10 inh,beta cell repl,tim23-1 inh,APJ antag
Cc1ccc(-c2cc(C(=O)NCc3ccccn3)c3ccccc3n2)cc1,6,19,-1,1,8.5,20,-5,35,2
O=C(Nc1cc([N+](=O)[O-])ccc1Cl)c1cccnc1,15,-3,1,-1,-1.5,-9,-3,8,9
Brc1ccccc1-c1nnc(COc2ncnc3c2cnn3-c2ccccc2)o1,9,-1,-4,-11,24,-16,-3,6,-9
Cc1cnc(NC(=O)C2CC(=O)N(c3cccc(Cl)c3)C2)s1 (stereo not drawn),21,0,-6,1,0.6,9,-7,19,9
Cc1c(C(=O)N2CCCCC2)c(S(=O)(=O)NCCc2ccc(S(N)(=O)=O)cc2)c(C)n1C,8,3,-1,0,-1.8,-5,1,-8,7
O=C(Nc1nc2c(Cl)cccc2s1)c1ccc(Br)o1,6,15,1,-1,3.6,8,-5,9,10
CN(C)S(=O)(=O)c1ccc(C(=O)Nc2ccc(OCC(=O)N3CCOCC3)cc2)cc1,5,10,-5,0,0.9,-16,-3,5,-7
C=CCNc1oc(COc2ccc(C)cc2)nc1C#N,2,27,-2,2,-1.3,14,3,31,-26
Cc1csc(SCC(=O)Nc2c(C)n(C)n(-c3ccccc3)c2=O)n1,0,6,-4,-2,0.2,6,2,12,8
CS(=O)(=O)N(CC(=O)Nc1cccc([N+](=O)[O-])c1)c1ccccc1F,19,5,-3,-1,0.9,3,-2,4,6
COc1ccc(/C=N/NC(=O)c2ccc(CN3c4cccc5cccc(c45)S3(=O)=O)cc2)cc1,-2,12,-2,22*,1.4,17,-3,2,-14
O=[N+]([O-])c1ccc(-c2c(-c3ccccc3)ncc3ccc(F)cc23)cc1,-64,11,-2,-8,0.3,10,-6,26,-4
COCCSc1nnc(NS(=O)(=O)c2ccc(F)cc2)s1,5,-6,-2,0,-0.3,6,0,-3,-32
CN(C)S(=O)(=O)c1cccc(C(=O)C2=C3SC=C(c4ccccc4)N3CC2)c1,8,29,4,2,-0.8,27,-2,9,-8
COc1ccc(/C=N\N2CCN(Cc3ccccc3Cl)CC2)cc1,21,11,-5,1,-0.6,11,1,14,-2
CC(C)(C)c1ccc(/C=C2/SC(N3CCCC3)=NC2=O)cc1,23,24,0,-1,7.2,30,-2,24,-6
Cc1cccc(C)c1OCC(=O)N(Cc1cccs1)C1CCS(=O)(=O)C1 (stereo not drawn),11,5,1,1,1.7,-1,0,12,10
CC(C)(O)C#Cc1ccccc1C(=O)NC(CC(N)=O)C(=O)O (stereo not drawn),8,8,-1,1,0.2,4,0,13,12
S=C1NCN(Cc2cccnc2)CN1c1cccc2ccccc12,15,10,0,-1,4.6,5,-1,-1,2
O=C(Nc1cnn(Cc2ccc(F)cc2)c1)c1noc2c1CCCC2,26,3,-2,-2,0.9,6,-2,1,-9
CCN(CC)S(=O)(=O)c1cccc(NC(=O)COC(=O)C2COc3ccccc3O2)c1 (stereo not drawn),11,16,-2,-1,3.0,10,-2,7,4
CCCC1=C(C(=O)OCC)C(c2ccc(O)cc2)n2ncnc2N1 (stereo not drawn),18,-11,-3,0,-0.4,4,-2,-9,-9
CC(=O)c1ccc(NC(=O)CCNS(=O)(=O)c2ccccc2F)cc1,-16,-8,-3,2,-0.9,-9,-1,0,4
